# High-throughput results from PubChem.
# HIF-2a inh = HIF-2a inhibition; 786-0 RCC cells HIF-2a reporter, luciferase luminescence, overnight; inhibition, % at 18.8 µM; 360,000 compounds, 0.72% hits; AID 624352;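 active = inhibition of the luminescence signal of 40% or more relative to plate controls, in a single-dose primary screen at 18.75 µM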
# LMP1 NFkB inh = inhibitors of Epstein-Barr LMP1-induced NF-kappaB reporter. LMP1-induced NF-kappaB luciferase reporter cells, luminescence. inhibition, % at 12.5 µM. 350,000 compounds, 0.69% hits. AID 504558; in the data active = inhibition above about 41%;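 also: 0% = neutral control wells and 100% = reference inhibitor control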
# Shn3 inh set2 = inhibitors of Schnurri-3 3'UTR reporter in osteoblasts. 360,000 compounds, 0.52% hits. inhibition, % at 12.5 µM. Clone20 osteoblast Shn3 3'UTR firefly luciferase, 24 h;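 active = mean inhibition of at least 75% with every replicate also reaching 75%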;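 also: 0% = median of neutral control wells and 100% = pilot-screen positive control compound; some compounds past the cut are filed as inactive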
# iPSC survival up = enhancers of human iPSC single-cell survival. hiPSC single-cell survival, ATPlite luminescence; 100% = ROCK inhibitor wells, 0% = DMSO. survival enhancement, % at 20 µM. 360,000 compounds, 0.044% hits; in the data active = survival enhancement above about 18%;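 also: cells exposed to compounds for 16 hours before the ATP read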
# TRAIL sens C8 = caspase-8 TRAIL sensitization | NB7+C8 cells + TRAIL, ATPlite viability luminescence | inhibition (viability loss, TRAIL sensitization), % at 10 µM | 360,000 compounds, 1% hits;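 active = compounds causing at least 50% loss of cell viability in the single-dose screen, relative to plate controls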
# KKLEB cytotox = counter-screen for CF NF-kB inhibitors: cytotoxicity. KKLEB CF airway cells viability, ATPlite luminescence, overnight; stronger effect = lower value; cells stimulated with P. aeruginosa culture filtrate. activity change (cytotoxicity), % at 5 µM. 360,000 compounds, 0.36% hits. AID 602141;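 active = corrected activity change at or below -50% at 5 µM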
# MITF TRPM1 inh = reduces MITF-dependent TRPM1 promoter luciferase signal | inhibition, % at 12.5 µM | 330,000 compounds, 0.83% hits | AID 488899 | SK-MEL-5 TRPM1 promoter luciferase, 24 h;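 active = mean inhibition across replicates of 60% or more, whatever share of single replicates reaches that level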; also: values of inactives mirror those of a sister screen read the other way
# Peg3 prom inh = reduces Peg3 promoter-driven luciferase expression in HeLa; inhibition, % at 20 µM; 360,000 compounds, 1.7% hits; HeLa PEG-Prom luciferase reporter, luminescence, overnight;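 active = inhibition of at least 50% at 20 µM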
# NR2E3 ag-1 = human photoreceptor-specific nuclear receptor agonism. Q9Y5X4. CHO-S Gal4-NCOR/VP16-NR2E3 two-hybrid, luciferase. inhibition of corepressor binding, % at 3.98 µM. 360,000 compounds, 0.35% hits. AID 602229;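 active = inhibition above the mean of all tested compounds plus 3 SD, cut at about 70% in these data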;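 also: 0% = DMSO with NR2E3 transfected cells and 100% = cells lacking NR2E3 construct; higher means lower luciferase signal from less NR2E3 corepressor binding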
# Target sequence (Q9Y5X4 whole entry, looked up, the tested form may be a part): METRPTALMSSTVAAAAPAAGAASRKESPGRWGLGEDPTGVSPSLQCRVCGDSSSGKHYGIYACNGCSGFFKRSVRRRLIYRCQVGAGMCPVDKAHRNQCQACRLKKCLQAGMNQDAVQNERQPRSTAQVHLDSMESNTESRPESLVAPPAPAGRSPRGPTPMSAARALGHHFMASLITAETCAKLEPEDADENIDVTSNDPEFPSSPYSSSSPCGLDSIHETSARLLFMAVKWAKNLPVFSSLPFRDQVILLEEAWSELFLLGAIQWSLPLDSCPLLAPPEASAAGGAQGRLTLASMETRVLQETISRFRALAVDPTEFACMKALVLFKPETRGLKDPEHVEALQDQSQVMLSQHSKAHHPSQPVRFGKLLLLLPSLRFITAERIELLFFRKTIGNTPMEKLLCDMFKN
# NR2E3 ag-2 = agonists of human nuclear receptor NR2E3; Q9Y5X4; GST-NR2E3/biotin-RetCOR TR-FRET, 1536-well; inhibition of corepressor binding, % at 4.78 µM; 320,000 compounds, 0.12% hits; AID 2300;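 active = percent inhibition above the cutoff of mean plus 3 SD of all tested compounds, set per screening campaign, cut at about 20% in these data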;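 also: 0% = DMSO wells and 100% = biotin wells as full block of FRET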
#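 Material – GST-tagged NR2E3 plus biotinylated RetCOR corepressor · Quantity – NR2E3 fusion 1.35 nM · Times – 5 h incubation at 4 °C · Medium – pH 7.5 Tris-based buffer · Technique – TR-FRET, Eu(K)-anti-GST donor, streptavidin-D2 acceptor, ex 340, em 617/671 nm · Benchmarks – high control biotin, low control 0.6% DMSO · Format – 1536-well plates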
# CF NFkB block = inhibitors of cystic fibrosis induced NF-kB | KKLEB NF-kB-GFP reporter, PAF-induced, GFP fluorescence overnight | inhibition, % at 5 µM | 360,000 compounds, 0.86% hits | AID 588850;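 active = at least 50% inhibition at 5 µM, scaled per plate between neutral and stimulator controls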;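 also: PAF is a Pseudomonas aeruginosa culture filtrate used as stimulus; plate controls were PAF-stimulated DMSO wells for no effect and unstimulated DMSO wells for full effect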
# An asterisk follows results filed as active; . = no result given; & = joins results of further samples; ! = repeats disagree. The list is partial, so the mix of outcomes need not match the whole.
SMILES,HIF-2a inh,LMP1 NFkB inh,Shn3 inh set2,iPSC survival up,TRAIL sens C8,KKLEB cytotox,MITF TRPM1 inh,Peg3 prom inh,NR2E3 ag-1,NR2E3 ag-2,CF NFkB block
CCCCNC(=O)NC(C(=O)OC)C12CC3CC(CC(C3)C1)C2 (configuration not stated),15,-5,-34,-1.9,-6,-11,-3,0,3,-2,5
C=CCNc1nc(-c2ccc([N+](=O)[O-])cc2)cs1,-262,-17,-140,-0.5,26,4,-83,-246,-119,1,-38
COc1cc(/C=C2\SC(=S)N(NC(C)=O)C2=O)ccc1OC(=O)c1ccco1,-43,-8,-57,1.0,15,13,-6,-42,0,.,2
O=C(OCc1cccc(C(F)(F)F)c1)c1cc([N+](=O)[O-])ccc1N1CCOCC1,4,7,10,0.4,-2,-8,-7,13,7,-5,16
O=S(=O)(O)c1cc2onnc2c2ccccc12,13,10,4,3.1,2,17,4,3,-11,.,3
Cc1[nH]c(C)c(S(=O)(=O)N2CCN(c3ccc(Cl)cc3)CC2)c1C(=O)N1CCCC1,14,-3,-6,-0.4,-5,6,10,17,6,2,-1
COc1cc(NC(=O)C2CCCN(S(=O)(=O)c3ccc4[nH]c(=O)ccc4c3)C2)cc(OC)c1 (configuration not stated),3,0,-4,0.9,-2,-13,-14,13,1,4,8
CC(C)(C)OC(=O)CNC(=O)c1[nH]cnc1C(=O)N[C@@H](CCCCNC(=O)OC(C)(C)C)C(=O)OC(C)(C)C,17,9,17,-2.9,18,-1,0,3,-23,1,12
CC(=O)Nc1ccc(C(=O)N2CCCCC2c2cc(C(=O)Nc3ccccc3)no2)cc1 (configuration not stated),-24,.,-10,-1.3,-3,9,.,-11,-6,.,-28
CC(=O)c1ccc(Oc2cc(C)nc(NCc3ccccc3)n2)cc1,-11,8,6,1.0,9,-33,12,17,-12,5,25
CCOc1ccc(NC(=O)Cn2cc(C(=O)C3CC3)c3ccccc32)cc1,10,-22,6,-0.4,6,4,7,3,-19,0,-10
CCN(CC)c1ccc(C(=S)NC2CCCCC2)cc1,-91,-13,-1,0.3,3,1,-20,-74,-24,1,1
c1ccc(COc2ccccc2CNCc2cccnc2)cc1,-10,6,20,-0.6,-12,-4,-10,10,-6,6,3
Cc1oc2c(c1C(=O)NC(Cc1c[nH]c3ccccc13)C(=O)O)CCCC2 (configuration not stated),2,-9,6,-0.6,-4,-3,7,-2,-19,-1,0
COc1cc(NC(=O)CCS(=O)(=O)c2ccc3c(c2)oc(=O)n3C)cc(OC)c1OC,13,-5,-5,1.0,7,-17,4,-2,-15,-2,10
CCCN1CCC(NC(=O)Nc2ccc([N+](=O)[O-])cc2)CC1,7,2,11,0.0,-2,4,-5,10,-12,4,10
O=C(CNC(=O)c1ccco1)N/N=C/c1ccc(O)c([N+](=O)[O-])c1,15,2,18,-0.7,-5,2,8,9,-1,4,3
C#CC1(N2CCCCC2)CCCCC1,3,-4,-47,5.7,11,15,.,-14,-24,.,-20
O=C(Nc1ccc(Cl)cc1F)C1CC1,-9,7,-19,-0.8,-5,8,-9,-23,-19,1,-7
CN(C)c1ccnc(-n2cccc2/C=N/O)c1C#N,5,-10,13,3.0,-16,1,-7,9,-8,4,-2
O=C(CN1CCN(c2ncc(C(F)(F)F)cc2Cl)CC1)N1CCN(c2ncc(C(F)(F)F)cc2Cl)CC1,19,10,36,9.1,4,-12,2,19,11,-8,15
O=C(c1ccccc1)N1CCN(C(=O)c2ccncc2)CC1,13,-3,3,1.5,1,8,-12,13,-5,-1,-11
CC(=O)/C=N/Nc1ccccc1,-35,2,-3,-0.7,-10,8,-8,-3,25,-1,-18
Clc1ccc(/C=N/N2CCCCC2)cc1,-19,-34,-81,0.4,21,0,-84,-41,11,-2,11
CC(C)OC(=O)C[N+](C)(C)CCN1C(=O)C2C(c3ccccc3)C=CC(c3ccccc3)C2C1=O (configuration not stated),-17,-9,-12,-1.0,3,-6,-2,3,-1,0,-2
COc1cc2sc(NC(=O)c3ccco3)nc2cc1Cl,-217,-23,-29,-0.4,14,-1,-60,-175,-46,0,3
CC(C(=O)NC(C)(C)C)N(C(=O)CS(=O)CC(=O)Nc1ccc(F)cc1)c1ccccc1F (configuration not stated),9,-2,-3,-0.8,9,12,4,-8,-10,3,0
COc1ccc2cc(C3=CCCCC3)ncc2c1,-168,-28,-79,-2.7,19,-20,-28,-258,-86,0,-9
OCc1ccccc1CN1CCCCCC1,15,-1,13,-0.6,0,-5,2,10,18,4,2
N/C(Cc1cccs1)=N\OC(=O)COc1ccc(Cl)cc1Cl,-261,-48,-85,-2.9,9,-6,-85,-310,-119,-1,-9
Nc1cc([N+](=O)[O-])cc2oc(-c3ccccc3)cc12,-251,-9,-23,-0.9,-19,-1,-19,-264,-85,-1,-62
COc1ccc(NC(C)=O)cc1NC(C)C(=O)Nc1cccc(S(=O)(=O)N2CCOCC2)c1 (configuration not stated),4,-3,-5,-0.2,-12,-4,-2,-12,-3,-1,11
N=c1c2ccccc2nnn1-c1ccc(C(F)(F)F)cc1,-57,-14,-27,-1.0,-5,-1,-43,-104,-10,-2,-1
CC(=O)Nc1ccc(C(=O)Nc2ccc3c(c2)OCO3)cc1,-72,-1,-8,1.7,0,4,-22,-68,-23,2,-20
O=c1c2cc(Cl)ccc2nc(-c2ccccc2Cl)n1O,14,4,-27,1.3,-6,-2,10,3,-1,4,4
CC1(C(=O)N2CC3(CC(c4cccc(NC(=O)COc5ccc(Cl)cc5)c4)=NO3)C[C@@H]2C(N)=O)CC1 (some centres not stated),-16,3,-3,-1.2,5,9,-7,-15,-28,3,-7
CN(Cc1ncc[nH]1)C(=O)c1cc(COc2c(F)cccc2F)on1,0,0,-17,1.3,-3,7,-2,7,-4,1,-4
CC(=O)Nc1nc(C)c(-c2csc(Nc3ccccn3)n2)s1,-210&-184,-10&-5,-42&-9,-0.1&-0.2,10&9,-21&-16,-13&1,-180,-50&-55,1&2,56*!
CCc1cc(=O)[nH]c(SCc2cccc3ccccc23)n1,7,-4,17,-0.5,3,0,7,12,-7,7,-1
O=c1oc2ccccc2c(NCc2ccc(Cl)cc2)c1[N+](=O)[O-],-60,-1,-14,-0.1,-19,-4,7,-18,-37,5,10
COc1cc2oc(=O)cc(-c3ccc(-c4ccc(N(C)C)cc4)cc3)c2c(OC)c1OC,-30,42*,10,-2.6,13,-28,-41,-59,-26,.,52*
Cc1ncc(CN2CCC(C(=O)Nc3ccc(-n4cccn4)cc3)CC2)s1,-16,-1,-35,0.7,-4,1,-5,1,-24,0,-14
COc1ccc(OCc2cc(C(=O)N3CCOCC3)no2)c(Cl)c1,-222,-43,-158,0.9,8,-4,-83,-315,-166,0,19
O=C(CCN1C(=O)C2C3C=CC(C3)C2C1=O)NC1CCCCC1 (configuration not stated),-18,1,-10,0.1,-5,-9,-6,-14,-15,-5,-22
Cc1c(N=Cc2nc3ccccc3[nH]2)c(=O)n(-c2ccccc2)n1C,-26,-8,-17,0.3,8,-1,-5,-12,-6,3,8
COc1ccc(S(=O)(=O)Nc2c(C)nc3nc[nH]n3c2=O)cc1,11,-1,5,-1.0,-3,-2,9,11,-11,-1,-3
CCCC(C(=O)NCCc1ccc(S(N)(=O)=O)cc1)c1ccccc1 (configuration not stated),8,0,8,0.2,19,5,-1,-2,-15,-4,-16
CCn1c2ccccc2c2cc(NC(=O)C(C)Oc3ccccc3)ccc21 (configuration not stated),-18,-3,7,1.8,-25,-14,-1,11,1,0,13
CCc1ccc(C(=O)N2CCN(c3ccc(NC(=O)c4ccco4)cc3)CC2)cc1,8,11,23,-0.4,-6,-9,0,-11,-30,3,26
COc1ccc(OC)c(CNC(=O)Cn2nc(C)c3c(C)n(-c4ccc(C)cc4)nc3c2=O)c1,14,16,21,-0.1,28,7,42,9,-36,0,9

# Compounds above that contain a tert-butyl group:
SMILES,HIF-2a inh,LMP1 NFkB inh,Shn3 inh set2,iPSC survival up,TRAIL sens C8,KKLEB cytotox,MITF TRPM1 inh,Peg3 prom inh,NR2E3 ag-1,NR2E3 ag-2,CF NFkB block
CC(C)(C)OC(=O)CNC(=O)c1[nH]cnc1C(=O)N[C@@H](CCCCNC(=O)OC(C)(C)C)C(=O)OC(C)(C)C,17,9,17,-2.9,18,-1,0,3,-23,1,12
CC(C(=O)NC(C)(C)C)N(C(=O)CS(=O)CC(=O)Nc1ccc(F)cc1)c1ccccc1F (configuration not stated),9,-2,-3,-0.8,9,12,4,-8,-10,3,0

# More records.
SMILES,HIF-2a inh,LMP1 NFkB inh,Shn3 inh set2,iPSC survival up,TRAIL sens C8,KKLEB cytotox,MITF TRPM1 inh,Peg3 prom inh,NR2E3 ag-1,NR2E3 ag-2,CF NFkB block
CCCC[C@@H]1CNC(=O)C(=O)N1CCc1cc(C(F)(F)F)cc(C(F)(F)F)c1,11,-3,-5,-2.1,13,11,-3,0,-23,6,-8
Cc1nc2c(C#N)c[nH]n2c(=O)c1Cc1ccccc1,12,-7,-6,3.1,-1,-2,10,22,-18,0,11
COc1ccc(C(O)c2nc(-c3cnn(C)c3)cs2)cc1 (configuration not stated),-4,.,23,-0.4,-6,5,.,7,-12,.,12
CC(Oc1ccc(Br)cc1)C(=O)NCCCN1CCCC1=O (configuration not stated),4,4,-20,-0.3,-14,5,-13,11,0,.,-16
CCOC(=O)/C=C/[C@H]1Cc2ccccc2CO1,-32,4,-2,-1.9,-5,-7,3,-21,6,8,0
Cc1csc(NC(=O)C2CCCCC2)n1,-53,-5,1,-0.5,1,-3,-41,-108,-9,3,8
O=C(O)Cc1ccc2oc(-c3cccnc3)nc2c1,-1,4,3,-1.3,6,2,2,-1,-6,3,4
Cc1sc2nc(SCC(=O)O)[nH]c(=O)c2c1C,18,-5,2,0.4,4,-2,5,11,5,2,0
C=CCOc1cccc(C(=O)Nc2ncn[nH]2)c1,-10,-1,-31,-0.3,-4,23,2,-10,-25,2,-12
CCCc1cc(=O)[nH]c(SCCN2C(=O)c3ccccc3C2=O)n1,18,-2,-8,-0.3,3,-6,0,11,9,-2,5
CC(C)NC(=O)c1onc(CSc2ccc(C(C)C)cc2)c1C(=O)O,17,-2,-6,-0.6,-10,3,-16,-10,46,0,-8
COc1ccc(Br)cc1S(=O)(=O)N1CCCc2ccccc21,12,5,22,1.1,-10,-2,10,22,-2,3,8
COc1ccccc1-n1nc(C(=O)O)c2ccccc2c1=O,3,4,15,0.8,-19,-6,10,2,-7,0,10
CCOC(=O)CNc1c(N2CCN(c3ccccn3)CC2)c(=O)c1=O,10,5,-3,2.0,1,21,.,5,-1,8,-4
Cc1nc(CN2CCN(C(=O)CCc3nnc(Cc4c[nH]c5ccccc45)o3)CC2)cs1,22,-2,3,-0.1,-4,-1,0,12,-17,-2,5
